Screening data (PubChem BioAssay)
CHT PAM: human CHT allosteric activation | Q9GZV3 | CHT-expressing cells, membrane potential dye, choline EC20; active compounds read high; LV-AA mutant CHT in HEK293 cells | B-score at 10 µM | actives 0.49% (n = 310,000) | AID 488977;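 active means initial fluorescence not abnormally high and integrated response B-score, plate-corrected, over 3 SD above library mean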
Target sequence (Q9GZV3 whole entry, looked up): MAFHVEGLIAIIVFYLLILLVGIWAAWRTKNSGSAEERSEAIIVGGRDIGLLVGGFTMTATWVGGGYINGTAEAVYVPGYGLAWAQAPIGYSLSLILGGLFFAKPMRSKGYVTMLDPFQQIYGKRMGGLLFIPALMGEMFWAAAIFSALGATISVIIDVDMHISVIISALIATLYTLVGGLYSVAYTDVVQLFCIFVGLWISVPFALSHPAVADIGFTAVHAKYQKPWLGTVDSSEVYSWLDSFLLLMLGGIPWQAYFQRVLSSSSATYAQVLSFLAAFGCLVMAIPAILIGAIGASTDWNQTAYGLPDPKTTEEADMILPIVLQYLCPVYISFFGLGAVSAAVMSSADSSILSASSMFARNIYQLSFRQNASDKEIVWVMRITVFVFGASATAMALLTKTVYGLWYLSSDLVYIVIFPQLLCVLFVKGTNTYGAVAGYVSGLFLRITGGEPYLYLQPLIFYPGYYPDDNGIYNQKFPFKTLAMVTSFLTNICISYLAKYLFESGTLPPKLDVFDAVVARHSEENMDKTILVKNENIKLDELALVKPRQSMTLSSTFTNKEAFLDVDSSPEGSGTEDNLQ
CHT block: inhibitors of human choline transporter CHT; AID 488975; actives 0.86% (n = 310,000); Q9GZV3; B-score at 10 µM; CHT-expressing cells, membrane potential dye, choline response; active compounds read low;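 active means B-score over 3 SD under the library average, and starting fluorescence ratio not unusually high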;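 further: choline stimulus applied at its EC90 after an EC20 pre-addition; B-score computed on integrated fluorescence ratio after choline addition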
An asterisk follows results filed as active; i = inactive.

SMILES | CHT PAM | CHT block
C/C(CCN1CCc2nc(-c3ccccc3)c(-c3ccccc3)cc2C1)=N\O[C@@H](C)c1cc(-c2c(C)cc(C)cc2C)no1 | i | i
Cc1ccc(N=C2SC(C(=O)O)CC(=O)N2C)cc1C (stereo not given) | i | i
O=C(Cn1nc(C(=O)O)c2ccccc2c1=O)NCC1CCCO1 (stereo not given) | i | i
O=C(O)c1cccc(NS(=O)(=O)c2ccc3nnn(O)c3c2)c1 | i | i
Cn1c(CN2CCCC2)nc2cc(NC(=O)COc3ccc(Cl)cc3)ccc21 | i | i
CC(OC(=O)CC1Sc2ccccc2NC1=O)C(=O)NC1CCCC1 (stereo not given) | i | i
O=C(CC1SC(=Nc2ccc(O)cc2)NC1=O)Nc1ccccc1 (stereo not given) | i | i
COc1ccc(C(C)(C)C)cc1NC(=O)c1ccc2ncsc2c1 | i | i
COc1ccccc1Cn1c(=S)[nH]c2cc(C(=O)NCc3cccnc3)ccc2c1=O | i | i
COCCCNC(CC(=O)Nc1cc(C)cc(C)c1)C(=O)O (stereo not given) | i | i
Cc1ccc(NC2CCCN(C(=O)c3ccccc3N3CCOCC3)C2)cc1C (stereo not given) | i | i
CCOC(=O)c1cc([N+](=O)[O-])sc1NC(=O)c1ccc(S(=O)(=O)N2CC3(C)CC2CC(C)(C)C3)cc1 (stereo not given) | i | i
COC(=O)c1ccc2c(c1)NC(=O)C(N(CC(C)C)CC(C)C)S2 (stereo not given) | i | i
COc1cccc(CC(=O)Nc2nc(-c3ccc(OC)c(OC)c3)cs2)c1 | i | i
CCC(C)[C@H](NC(=O)NCc1ccc(S(N)(=O)=O)cc1)C(=O)OC (stereo not given in full) | i | i
S=C(NCCc1ccccc1)Nc1ccc(Nc2ccccc2)cc1 | i | i
O=C(CSc1nnc(-c2ccc(F)cc2)c2ccccc12)Nc1ccccc1 | i | i
Cc1cc(NS(=O)(=O)c2ccc(NC(=O)COc3ccccc3C(C)(C)C)cc2)no1 | i | i
CC(=O)Oc1ccc(C(=O)O)cc1OC(C)=O | i | i
O=C(Nc1ccc2oc(=O)ccc2c1)c1ccco1 | i | i
COC(=O)c1ccc(NC(=O)C(=O)N2CCN(C(=S)Nc3ccccc3OC)CC2)cc1 | i | i
COC(=O)C1=C(C)OC(N)=C(C#N)C1c1ccccc1F (stereo not given) | i | i
Cn1c(/C=C/c2ccc(Br)cc2)nc2ccccc2c1=O | i | i
CCN(CC(=O)NCCc1ccc(S(N)(=O)=O)cc1)Cc1ccccc1 | i | i

Retrieved by structure from the entries so far (three):
SMILES | CHT PAM | CHT block
O=C(Nc1ccc2oc(=O)ccc2c1)c1ccco1 | i | i
CCC(C)[C@H](NC(=O)NCc1ccc(S(N)(=O)=O)cc1)C(=O)OC (stereo not given in full) | i | i
Cn1c(/C=C/c2ccc(Br)cc2)nc2ccccc2c1=O | i | i

Remaining list, next part.
SMILES | CHT PAM | CHT block
C=CCn1c(SCC(=O)Nc2cccc3ccccc23)nc(O)c(CC)c1=O | i | i
NS(=O)(=O)c1ccc(NC(=S)NC2CC2)cc1 | i | i
CC(=O)N1CCCc2cc(S(=O)(=O)N3CCCC3)ccc21 | i | i
O=C1CC(N(O)c2ccccc2)C(=O)N1Cc1ccccc1 (stereo not given) | i | i
COc1cc(C(=O)NCC(=O)NC(C)CCc2ccccc2)cc(OC)c1OC (stereo not given) | i | i
CC1=C(C#N)C(Nc2cc(C)ccn2)(C(F)(F)F)C(=O)N1 (stereo not given) | i | i
Cc1cc(NC(=O)CCn2c(=O)sc3ccccc32)no1 | i | i
CCOc1cc(/C=N/NC(=O)c2cccc(S(=O)(=O)N3CCOCC3)c2)ccc1OCC(=O)N(C)C | i | i
Cc1ccc(C(=O)c2c(NC(=O)c3ccccc3)sc(C)c2C)cc1 | i | i
O=C1CC(C(=O)NCc2ccccc2)C2(CCCC2)O1 (stereo not given) | i | i
S=C(NC1CCCC1)N1CCN(c2ccc(Cl)cc2)CC1 | i | i
CCOC(=O)Nc1cccc(Cl)c1C | i | i
O=C(NN=C1CCCCCC1)c1cn(-c2ccccc2)nc1-c1ccccc1 | i | i
Cc1ccc(CNn2cnnc2SCc2ccc(F)cc2)cc1 | i | i
O=C(Nc1ccnn1C1CCN(Cc2ccccc2)CC1)c1ccccc1Cl | i | i
CCOc1ccc(Oc2nc(NCC(C)C)nc(OC)n2)nn1 | i | i
Oc1ccccc1/C=N/Nc1ccccc1 | i | i
O=C(OCC1OC(Oc2ccc(O)cc2)C(O)C(O)C1O)c1ccccc1 (stereo not given) | i | i
Cc1occc1-c1nnc(SCC(=O)Nc2c(F)cccc2F)n1C | i | i
COC(=O)C1=CN(c2ccc(Cl)cc2)C=C(C(=O)OC)C1c1ccc([N+](=O)[O-])cc1 | i | i
C[C@@H](Nc1nc(-c2ccccc2)nc2c1oc1ccccc12)C(=O)O | i | i
CCCCN1CC(O)=C(c2nc(-c3ccc(Cl)cc3)cs2)C1=N | i | i
COC(=O)C1=C(C)NC(=O)/C1=C\c1cc(C)n(-c2cccc(C)c2)c1C | i | i
Cc1ccc(CNC(=O)CN(C)S(=O)(=O)c2cccc3cccnc23)cc1 | i | i
COc1cc(/C(C)=C/c2ccccc2)c2c(c1)oc1ccccc12 | i | i
Cc1cc(CNC(=O)c2cccc(OC3CCN(S(=O)(=O)N(C)C)CC3)c2)on1 | i | i
CC(C)(C)CC(C)(C)c1ccc(OCC(=O)N/N=C/c2ccc(S(=O)(=O)O)o2)cc1 | i | i
CCOC(=O)c1cnc(=O)[nH]c1C | i | i
O=C(CSc1nc2ccccc2c(=O)n1-c1ccc(F)cc1)Nc1ccc2c(c1)CCC2 | i | i
CC(O)(C#CCN1CCCCCC1)c1ccccc1 (stereo not given) | i | i
O=C(CSc1ccccc1)NCCSCc1ccccc1 | i | i
CC(NC(=O)c1ccc(CS(C)(=O)=O)cc1)c1ccc(-c2ccccc2)cc1 (stereo not given) | i | i
O=C/C(=C\Nc1ccccn1)c1nc2cc(Cl)ccc2o1 | i | i
N#C/C(=C\c1ccco1)C(=O)Nc1cccc2ncccc12 | i | i
COC(=O)C1=C(C)N(CC2CCCO2)C(=O)/C1=C\c1ccc(O)cc1 (stereo not given) | i | i
O=C(O)CCCn1nc(-c2ccccc2)c2ccccc21 | i | i
O=C(COC(=O)c1sc2ccccc2c1Cl)NCC1CCCCC1 | i | i
CCC(C)(C)C(=O)Nc1cc([N+](=O)[O-])ccc1Cl | i | i
CCn1nc(CC(C)C)cc1C(=O)N1CCCC(Nc2ccc(F)cc2)C1 (stereo not given) | i | i
CNCCCC1c2ccccc2C=Cc2ccccc21 | i | i
COc1ccc(-c2nnc(SCc3nc4ccccc4c(=O)[nH]3)o2)cc1 | i | i
CC(C)Cc1nc2ccccc2[nH]1 | i | i
CCOC(=O)N1CCN(c2cc(C)c(C(C)=O)cc2F)CC1 | i | i
O=C(CSc1ccc2nnc(-c3ccccn3)n2n1)NCc1ccco1 | i | i
O=C(Cn1c2[n+](c3ccc(C(F)(F)F)cc31)CCCCC2)Nc1ccccc1 | i | i
Cc1cc(C(=O)NC2CCC(C)CC2)c(C)o1 (stereo not given) | i | i
COc1ccc(CN2CCN(Cc3ccc(C(F)(F)F)cc3)CC2)c(OC)c1 | i | i
Cc1cccc(OCC(=O)NNC(=O)CSc2ncc(C#N)c(N)n2)c1 | i | i
CCNCc1ccc(OCc2cccs2)c(OCC)c1 | i | i
COc1ccc(CNC(=O)Cc2ccc(-c3ccccc3)cc2)cc1OC | i | i
O=C1CCC(C(=O)OCC(=O)C23CC4CC(CC(C4)C2)C3)N1 (stereo not given) | i | i
Cc1cccc(S(=O)(=O)N/N=c2\sc3ccccc3n2C)c1 | i | i
CCOC(=O)C1=NN(c2ccc(Cl)cc2)/C(=C/C2=NCCc3cc(OC)c(OC)cc32)S1 | i | i
COc1ccccc1N(CC(=O)Nc1ccc2c(c1)OCCO2)S(C)(=O)=O | i | i
CCCCCn1nc(-c2ccccc2)c2nc3ccccc3nc21 | i | i
CCOC(=O)c1c(S(=O)(=O)NCC(=O)N2CCN(c3ccc(OC)cc3)CC2)c(C)n(C)c1C | i | i
O=C(COC(=O)c1cc([N+](=O)[O-])ccc1NCc1ccccc1)NC1CCCc2ccccc21 (stereo not given) | i | i
CCCn1c(N)c(C(c2ccc(OC)cc2)N2CCN(c3ccccc3)CC2)c(=O)[nH]c1=O (stereo not given) | i | i
CCOC(=O)CCc1nn(C)c(=O)c2ccccc12 | i | i
COc1cc(/C=C2\C(=O)N(C)C(=S)N2C)ccc1O | i | i

Three of the compounds above, as a markdown table:
| molecule | CHT PAM | CHT block |
| --- | --- | --- |
| Cc1cccc(S(=O)(=O)N/N=c2\sc3ccccc3n2C)c1 | i | i |
| CCOC(=O)C1=NN(c2ccc(Cl)cc2)/C(=C/C2=NCCc3cc(OC)c(OC)cc32)S1 | i | i |
| COc1ccccc1N(CC(=O)Nc1ccc2c(c1)OCCO2)S(C)(=O)=O | i | i |

Going on with the list.
SMILES | CHT PAM | CHT block
O=C(Cc1cccs1)Nc1cccc([N+](=O)[O-])c1 | i | i
c1ccc(-c2nnc(-c3ccco3)n2-c2ccccc2)cc1 | i | i
O=C(COC(=O)c1ccc(S(=O)(=O)Nc2ccccc2)cc1)NC1CCCC1 | i | i
C/C(=N\NC(=O)c1ccccc1O)c1cccc(NC(=O)c2ccccc2)c1 | i | i
CC(=O)Nc1ccc(NC(=O)CSc2nnc(NC(=O)C3CC3)s2)cc1 | i | i
CC(C)C(NC(=O)c1ccc(F)cc1)C(=O)NCC1CCCO1 (stereo not given) | i | i
CCCc1nc2sc3c(=O)[nH]cnc3c2c2c1CCCC2 | i | i
CCOC(=O)CNS(=O)(=O)c1ccc2c3c(cccc13)C(=O)N2CC | i | i
C=CCC(CC=C)(NC(=O)c1ccccc1)c1ccccc1 | i | i
CCOC(=O)c1c(C)[nH]c(O)c1C=Nc1ccccc1 | i | i
COc1ccc(C)cc1NC(=O)C1CCN(S(=O)(=O)c2ccc3c(c2)NC(=O)CO3)CC1 | i | i
CN(C(=O)COC(=O)CSc1cc(Cl)ccc1Cl)c1c(N)n(Cc2ccccc2)c(=O)[nH]c1=O | i | i
CC(=O)N1CCN(c2ccc(NC(=O)c3ccc4ccccc4c3)cc2)CC1 | i | i
Cc1ccc(S(=O)(=O)NC(=O)Nc2cccc(C)n2)cc1 | i | i
O=C(NCC1CCCO1)C(C(=O)c1ccccc1)n1cc(Cl)ccc1=O (stereo not given) | i | i
Cc1ccc(SCCNC(=S)Nc2cc(C)ccc2C)cc1 | i | i
COCC(=O)Nc1cc(=O)n(C)c(=O)n1C | i | i
CC(NC(=O)COC(=O)c1ccc([N+](=O)[O-])s1)c1ccccc1 (stereo not given) | i | i
Cc1ccccc1/C=N/NC(=O)c1cccnc1 | i | i
COc1ccc(CCN(Cc2ccccn2)C(=S)Nc2ccccc2Cl)cc1OC | i | i
O=C(Cn1nnc(-c2ccccc2)n1)NCc1ccco1 | i | i
Cn1c(=O)cc(OCC(=O)NCCCN2CCN(c3cccc(Cl)c3)CC2)c2ccccc21 | i | i
COc1cccc(C2C(C(=O)c3cc4ccccc4o3)=C(O)C(=O)N2c2cc(C)on2)c1OC (stereo not given) | i | i
O=C1CN(C(=O)COC(=O)CNS(=O)(=O)c2ccccc2)c2ccccc2N1 | i | i
O=[N+]([O-])c1cc(C(F)(F)F)ccc1NCCc1c[nH]c2ccc(O)cc12 | i | i
CCn1c(=O)n(CC)c2cc(N3CCCC3)c(NC(=O)c3ccc(OC)c(Br)c3)cc21 | i | i
Cn1c(CN2CCCCC2)nc2cc(NC(=O)c3ccccc3Cl)ccc21 | i | -7.5*
CCc1ccccc1Nc1ccc(C(=O)O)cc1N | i | i
CCOc1ccc(N2C(=O)CC(N(Cc3ccco3)C(C)=O)C2=O)cc1 (stereo not given) | i | i
Cc1nn(-c2ccccc2)c(N)c1C(O)(CSc1nccn1C)C(F)(F)F (stereo not given) | i | i
COc1ccccc1C1(O)CCN(C(=O)c2cccs2)CC1 | i | i
COc1c(O)ccc2cnn(-c3ccccc3C)c(=O)c12 | i | i
C=CCN1C(=O)C2(OCCCO2)c2cccc(C)c21 | i | i
O=C(N/N=C/c1cc(Br)c(O)c(Br)c1O)c1ccc2c(c1)OCCO2 | i | i
CC(Oc1ccc(C(=O)NC2CCCCC2)cc1)C(=O)O (stereo not given) | i | i
CSc1ccccc1NC(=O)CN(c1cccc(C)c1)S(C)(=O)=O | i | i

CHT block: hit marks shown above
| mol | CHT block |
| --- | --- |
| Cn1c(CN2CCCCC2)nc2cc(NC(=O)c3ccccc3Cl)ccc21 | -7.5* |

Molecules shown so far with a tert-butyl group (3):
SMILES | CHT PAM | CHT block
COc1ccc(C(C)(C)C)cc1NC(=O)c1ccc2ncsc2c1 | i | i
Cc1cc(NS(=O)(=O)c2ccc(NC(=O)COc3ccccc3C(C)(C)C)cc2)no1 | i | i
CC(C)(C)CC(C)(C)c1ccc(OCC(=O)N/N=C/c2ccc(S(=O)(=O)O)o2)cc1 | i | i

Continuation.
SMILES | CHT PAM | CHT block
Cc1ccccc1NC(=O)c1ccco1 | i | i
O=C(NCc1ccco1)c1ccc(Cn2c(=O)c3ccccc3n(Cc3cccc(Cl)c3)c2=O)cc1 | i | i
COc1ccccc1N(C)S(=O)(=O)c1ccc(C(=O)NC(C)c2ccccc2)cc1 (stereo not given) | i | i
CCC(C)Sc1nnc(NS(=O)(=O)Cc2ccccc2)s1 (stereo not given) | i | i
O=C(Nc1ccc2ccccc2n1)Nc1ccccc1F | i | i
CCCc1cc(=O)[nH]c(SCc2ccccc2Cl)n1 | i | i
COC(=O)C1=C(C)NC(C)=C(C(=O)OC)C1c1ccc(C)o1 | i | i
Cc1nnc(SCC(=O)N(C)CC(=O)Nc2ccccc2Cl)s1 | i | i
CCCC[C@@H]1C[C@H]1[C@@H](NC(=O)c1cccs1)c1ccc(C(F)(F)F)cc1 | i | i
